PriA SSB inh = blocks PriA binding to SSB C-terminal tail; 430,000 compounds, 0.6% hits; AlphaScreen SSBct-PriA binding, biotinylated peptide; inhibition, % at 33 µM; in the data active means inhibition mostly above about 37%, no sharp cut-off; inactive means mostly below about 20%;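 further: plate controls were negative control peptide for no effect and reference peptide for full effect; strong numbers were not always called active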
Active calls of the source: *; & = joins results of further samples.

SMILES | PriA SSB inh
CC(NC(=O)Cc1csc(Nc2ccc(S(C)(=O)=O)cc2)n1)c1ccccc1 (stereo not drawn) | 10.0
COc1cc2sc(=NC(=O)c3ccnn3C)n(CCSC)c2cc1OC | -15.0
CCSc1nnc(NC(=O)c2cccn(OCc3ccc(F)cc3)c2=O)s1 | -10.0
COC(=O)NNc1ncnc2c1nnn2C | -4.0
COc1ccc(N2CCCS2(=O)=O)cc1NS(=O)(=O)c1c(C)cc(C)cc1C | -4.0
COc1ccc(CNC(=O)NC(c2cccnc2)C2CCOCC2)cc1OC (stereo not drawn) | -11.0
O=C(NCCn1ncc2c(=O)n(Cc3ccccc3F)cnc21)C12CC3CC(CC(C3)C1)C2 | -19.0
COc1cccc2cc(C(=O)NCCC3CCCCN3S(=O)(=O)c3ccc(C)cc3)oc12 (stereo not drawn) | -2.0
Cc1cc(C)c(S(=O)(=O)N2CCC(Oc3ncccc3C#N)CC2)c(C)c1 | -12.0
CC(=NNC(=O)C(O)(c1ccccc1)c1ccccc1)c1ccc([N+](=O)[O-])o1 | -6.2
CC(C)(C)n1ncc2c(=O)n(CCC(=O)Nc3ccc(Cl)c(Cl)c3)cnc21 | -3.0
Cc1ccc(NC(=O)CN2CCC(C(=O)NC3CC3)CC2)c(C)c1 | 3.0
COc1nn(C)cc1C(=O)N1CCC(c2nnc(-c3ccsc3)o2)CC1 | -15.0
Cc1cc(=O)[nH]c(-n2ncc(C(=O)Nc3ccc(F)cc3F)c2C)n1 | -12.0
COCCn1c(SCC(=O)Nc2cc(Cl)ccc2OC)nnc1-c1c[nH]c2ccccc12 | -5.0
O=C(CCC(=O)N1CCCC(COCc2ccccc2)C1)c1ccccc1 (stereo not drawn) | -18.0
CCOC(=O)c1ccccc1NC(=O)Cn1nc(-c2ccco2)n(C2CC2)c1=O | -11.0
CCN(CC)S(=O)(=O)c1ccc(C(=O)N=c2sc3cc4c(cc3n2C)OCO4)cc1 | -9.0
CCOc1ccc2ccccc2c1C(=O)NCCn1nc(-c2ccncc2)cc1C | -5.0
O=C(Nc1ccc2scnc2c1)c1ccccc1F | 5.0
COC(=O)N1CCC(CNC(=O)CCc2ccccc2F)CC1 | -3.0
O=C(O)c1cc2ccc(O)cc2[nH]1 | -2.0
O=C(c1cccc(Cl)c1)N1C2C=CCC1CC2 (stereo not drawn) | -3.0
Cc1cc(C)cc(-n2ccn(Cc3nc(-c4ccc(C(C)(C)C)cc4)no3)c(=O)c2=O)c1 | 3.0
O=C(Nc1cccc(Cl)c1)Nc1nc(CCC(=O)N2CCc3ccccc32)cs1 | -16.0
Cn1ccc(C(=O)Nc2ccc(-c3nc4ccccc4s3)c(O)c2)n1 | -9.0
Cc1nn(C2CCS(=O)(=O)C2)c2nc(-c3ccco3)cc(C(=O)Nc3ccc(F)c(F)c3)c12 (stereo not drawn) | 18.0
COc1cccc(CNC(=O)Cn2cc(C(C)=O)c3ccccc32)c1 | -20.0
CN(N=Cc1ccc2c(c1)OCO2)c1nc(N2CCOCC2)nc(N2CCOCC2)n1 | -12.4
CCCOc1ccc(/C=N\NC(=O)Cc2nc3ccccc3[nH]2)cc1 | -7.0
Brc1ccc(C=Nc2ccccc2-c2nc3ccccc3[nH]2)cc1 | -4.0
Cc1cccc(C(=O)Nc2c(C(=O)NCc3cccs3)[nH]c3ccc(C)cc23)c1 | -17.0
CCOC(=O)Cn1c(=NC(=O)c2cc(C)n(CC)n2)sc2cc(F)ccc21 | -6.0
COc1ccc(Cl)cc1NC(=O)Cc1csc(NC(=O)NC2CCCCC2)n1 | -15.0
O=S(=O)(C1CC1)N1CCC(Cn2ccnc2)CC1 | -7.0
COc1ccccc1-c1cc(C(=O)N2CCc3c(cnc4cc(C)nn34)C2)[nH]n1 | -17.0
C=CCON=CC1=C(O)C(C(=O)OC)C(C)(C)CC1=O (stereo not drawn) | -20.0
CC(Cc1ccccc1)NC(=O)C1COc2ccccc2O1 (stereo not drawn) | -16.0
COc1ccc(Cl)cc1C(=O)N1CCC(c2nn(C)c(=O)n2-c2ccccc2)CC1 | -14.0
CC(O)(CNC(=O)CSC1CCCC1)C1CC1 (stereo not drawn) | 2.0
COc1cc(Br)cc(C=NNC(=O)Cc2ccc(C(F)(F)F)cc2[N+](=O)[O-])c1O | -10.6
CC1CCc2cc(F)ccc2N1C(=O)c1nc(-c2cnccn2)no1 (stereo not drawn) | -17.0
O=C(NCCCc1ccccc1)N1CCO[C@H](c2ccc(F)cc2)C1 | -3.0
Cc1ccc(NC(=O)NCCOc2ccc3nnc(-c4ccccc4)n3n2)cc1C | -1.0
CCN1CCN(c2nc3ccc(OC(=O)c4ccc(S(=O)(=O)N5CCCC5)cc4)cc3s2)CC1 | -14.0
CCOC(=O)c1c(NC(=O)CCCN2C(=O)/C(=C\c3cccs3)SC2=S)sc(C)c1C | 12.0
Cc1nc2n(c(=O)c1C)CCCN2 | -2.0
Cc1ccc(Nc2cc(C)nc(Nc3ccc(NC(=O)c4cccs4)cc3)n2)cc1 | 2.0
O=S(=O)(Cc1ccccc1)C1=C(N2CCOCC2)CCCCCC1 | -13.3
Cc1ccc(C=c2sc3nc(-c4cccnc4)nn3c2=O)cc1 | 2.2
COc1ccc(N2CCN(C(CNS(=O)(=O)c3cc(F)ccc3F)c3ccco3)CC2)cc1 (stereo not drawn) | 24.0
O=C1C[C@H](c2nc(-c3ccccc3Cl)no2)CN1Cc1cc(F)cc(F)c1 | -9.0
CCCCCCC(=O)NN=Cc1c(O)n(C(C)CC)c(=S)[nH]c1=O (stereo not drawn) | -13.3
CN(C)CCn1c2c(c(=S)[nH]c1=O)CCC2 | 5.0
O=C(CSc1ccc(NC(=O)C2CC2)nn1)NCCc1ccccc1 | 1.0
CCc1cc(=O)n(CCNC(=O)Cc2ccccc2OC)cn1 | 12.0
O=C(Cc1c[nH]c2ccccc12)N1CCC(Oc2ncccc2Cl)CC1 | 17.0
Cc1ccsc1C=Nn1c(=S)[nH]nc(C)c1=O | -18.9
c1ccc(Cn2c(-c3nnco3)cc3ccccc32)cc1 | -7.0
COc1ccc(C(=O)C(C=NO)=NNc2ccc(F)cc2)cc1 | -14.1

Some of the entries above in another layout:
| mol | PriA SSB inh |
| --- | --- |
| CN(C)CCn1c2c(c(=S)[nH]c1=O)CCC2 | 5.0 |
| O=C(CSc1ccc(NC(=O)C2CC2)nn1)NCCc1ccccc1 | 1.0 |

The results go on.
SMILES | PriA SSB inh
Clc1cccc(CSc2ccc3nnc(-c4cccnc4)n3n2)c1 | -11.0
COc1ccc(CC(=O)NCCc2ccc(N3CCCC3)cc2)cc1 | 11.0
O=C(Nc1nc(-c2ccc3c(c2)OCO3)cs1)c1ccc(S(=O)(=O)N2CCc3ccccc32)cc1 | -11.0
COc1ccc(CC(=O)NCC2(c3ccc(F)cc3)CC2)cc1 | -21.0
Cc1ccc(CNC(=O)Cn2nc3c(SC4CCCCC4)nccn3c2=O)cc1 | -15.0
Cc1nc2c(C)cccn2c(=O)c1NC(=O)Nc1cc(Cl)cc(Cl)c1 | -15.0
Cc1cc(C)n(-c2cc(N3CCN(S(=O)(=O)c4cccs4)CC3)nc(C)n2)n1 | -23.0
COc1ccc(-c2csc(NC(=O)Cc3ccc(S(C)(=O)=O)cc3)n2)c(OC)c1 | 28.0
O=C(Cc1csc(Nc2cccc(Cl)c2)n1)NCc1ccccn1 | 7.0&11.0
NS(=O)(=O)c1ccc(C(=O)N2CCN(c3cc(Nc4ccccn4)ncn3)CC2)cc1 | -8.0
FC(F)(F)c1ccc(N2CCOCC2)nc1 | 5.0
O=C(NC1CCC(Oc2ccccn2)CC1)c1cccs1 (stereo not drawn) | -5.0

Reprinted from the entries so far for reference:
SMILES | PriA SSB inh
CCCCCCC(=O)NN=Cc1c(O)n(C(C)CC)c(=S)[nH]c1=O (stereo not drawn) | -13.3
CN(C)CCn1c2c(c(=S)[nH]c1=O)CCC2 | 5.0
O=C(CSc1ccc(NC(=O)C2CC2)nn1)NCCc1ccccc1 | 1.0
CCc1cc(=O)n(CCNC(=O)Cc2ccccc2OC)cn1 | 12.0
O=C(Cc1c[nH]c2ccccc12)N1CCC(Oc2ncccc2Cl)CC1 | 17.0
Cc1ccsc1C=Nn1c(=S)[nH]nc(C)c1=O | -18.9
c1ccc(Cn2c(-c3nnco3)cc3ccccc32)cc1 | -7.0
COc1ccc(C(=O)C(C=NO)=NNc2ccc(F)cc2)cc1 | -14.1
Clc1cccc(CSc2ccc3nnc(-c4cccnc4)n3n2)c1 | -11.0
COc1ccc(CC(=O)NCCc2ccc(N3CCCC3)cc2)cc1 | 11.0
O=C(Nc1nc(-c2ccc3c(c2)OCO3)cs1)c1ccc(S(=O)(=O)N2CCc3ccccc32)cc1 | -11.0
COc1ccc(CC(=O)NCC2(c3ccc(F)cc3)CC2)cc1 | -21.0
Cc1ccc(CNC(=O)Cn2nc3c(SC4CCCCC4)nccn3c2=O)cc1 | -15.0
Cc1nc2c(C)cccn2c(=O)c1NC(=O)Nc1cc(Cl)cc(Cl)c1 | -15.0
Cc1cc(C)n(-c2cc(N3CCN(S(=O)(=O)c4cccs4)CC3)nc(C)n2)n1 | -23.0
COc1ccc(-c2csc(NC(=O)Cc3ccc(S(C)(=O)=O)cc3)n2)c(OC)c1 | 28.0
O=C(Cc1csc(Nc2cccc(Cl)c2)n1)NCc1ccccn1 | 7.0&11.0
NS(=O)(=O)c1ccc(C(=O)N2CCN(c3cc(Nc4ccccn4)ncn3)CC2)cc1 | -8.0

Further records follow.
SMILES | PriA SSB inh
O=C(O)c1ccc2c(=O)n(Cc3ccccc3Cl)c(=S)[nH]c2c1 | 8.0
O=C(Nc1nc(-c2ccccc2)c(C(=O)c2ccccc2)s1)c1ccc(Cl)s1 | -2.0
COc1ccc(S(=O)(=O)N2CCOC23CCNCC3)cc1 | 12.0
Cn1c(-c2ccc(Cl)cc2)cnc1SCC(=O)Nc1ccc(OC(F)(F)F)cc1 | -10.0
Cn1nc(-c2ccccc2NS(=O)(=O)Cc2cc(F)ccc2F)ccc1=O | 3.0
COc1ccc(Cl)cc1NC(=O)c1cc(S(=O)(=O)NCCC2=CCCCC2)ccc1F | 2.0
Cc1cc(NN=Cc2ccc(O)c(C)c2O)nc(-c2ccccc2O)n1 | 11.9
COc1cc(C=NNC(=O)C2C(=O)NCC2c2ccccc2)cc(OC)c1O (stereo not drawn) | -11.7
Cc1cc(C)c(S(=O)(=O)N2CCCC2CNC(=O)C(=O)NCc2cccs2)c(C)c1 (stereo not drawn) | 2.0&10.0
O=C(COc1ccc(Cl)cc1Cl)Nc1nnc(SCC(=O)Nc2nnc(-c3cccc([N+](=O)[O-])c3)s2)s1 | 0.0
COCCn1nc(C(F)(F)F)n(C)c1=O | -10.0
COc1ccc(Cl)cc1C=NNC(=O)c1c(-c2ccccc2)noc1C | -17.4
Oc1ccccc1C1N=c2c(c3ccccc3c3ccccc23)=N1 | -3.0
COCCNC(=O)c1ccc(=O)n(C)n1 | -2.0
Cc1c(N=Cc2ccco2)n(Cc2ccccc2)c2ccccc12 | 2.9
Cc1nc(C)c(CC(=O)Nc2nc3ccccc3s2)s1 | -13.0
O=C(NCC(O)Cn1ccccc1=O)c1ccc(Cl)s1 (stereo not drawn) | -3.0
O=S(=O)(NCC1CCCN1c1ccccc1)c1ccc(Br)s1 (stereo not drawn) | 32.0
Cc1nc2scc(C)n2c(=O)c1NC(=O)Nc1ccc(F)cc1 | -25.0&-10.0
N#Cc1c(NC(=O)c2ccc(S(=O)(=O)N3CCOCC3)cc2)sc2c1CCN(Cc1ccccc1)C2 | -19.0
Cc1ccc(C(O)CNC(=O)c2ccc(C#N)cc2)o1 (stereo not drawn) | -9.0
COc1ccccc1-n1ncc2c(C)nnc(SCC(=O)NCc3ccc(F)cc3)c21 | -18.0
O=C(Nc1cnccn1)c1cccc(Oc2ccccn2)c1 | -4.0
COC(=O)c1ccc(NC(=O)C(=O)NCC2CCN(C(C)C)CC2)cc1 | -2.0
O=C(NCCn1nc(-c2cccs2)cc1C1CC1)Nc1ccccc1Cl | -21.0
C/C(C=Nn1c(-c2ccccc2)n[nH]c1=S)=C\c1ccco1 | -22.4
CCC(=O)Nc1ccc(S(=O)(=O)NCC(O)(c2ccccc2)C(F)(F)F)c(C)c1 (stereo not drawn) | 2.0
CSc1ccccc1NC(=O)c1c(F)cccc1Cl | -16.0
Clc1ccc(-c2nc(C=NN3CCOCC3)c3ccccn23)cc1 | 2.5
O=C(Nc1ccccc1F)c1cc(C2CCN(C(=O)Cn3cccc3)CC2)[nH]n1 | -7.0
COc1cc(N2CCN(C(=O)c3c(F)cccc3F)CC2)nc(C)n1 | -8.0
Nn1cnnc1 | 5.0
CCC(=O)NCC1CN(c2ccc(OC)cc2)C(=O)O1 (stereo not drawn) | -3.0
COc1ccccc1C(=O)NCc1nccc(N(C)C)n1 | -9.0
O=C(Cc1cccs1)N1CCCCC(c2ccc(Cl)cc2)C1 (stereo not drawn) | 3.0
O=C(NCCOc1ccc2c(c1)OCO2)c1ccc(Cl)c([N+](=O)[O-])c1 | 21.0
C=CCn1c(SCC(N)=O)nc2scc(-c3ccc(OC)cc3)c2c1=O | -5.0
Cc1cc(C)c(S(=O)(=O)Nc2cccc3ccccc23)c(C)c1 | -5.0
O=C(CCCS(=O)(=O)c1ccccc1)Nc1ccc(Cl)cc1C(=O)c1ccccc1 | 6.0
O=C(CSc1n[nH]c(=O)c2cc(-c3ccco3)nn12)c1ccc2c(c1)OCO2 | -11.0&-2.0
C=CCn1c(SCC(=O)Nc2nc(-c3ccccc3)ns2)nc2sc3c(c2c1=O)CCC3 | -12.0
CC(CC(=O)NCc1ccc(Cl)cc1)=NNC(=O)COc1ccc(C)cc1Br | -4.8
Cc1ccc(C2=NN(S(C)(=O)=O)C(c3ccccc3Cl)C2)cc1 (stereo not drawn) | 5.0
Cc1cc(C)c(C)c(S(=O)(=O)Nc2ccc3c(c2)OCO3)c1C | 2.0
CCc1ccc(Oc2cc(N3CCC(C(=O)N4CCN(C5CCCCC5)CC4)CC3)ncn2)cc1 | 9.0
COCCN(Cc1ccoc1)C(=O)COc1ccccc1F | 3.0
C/C(=N\NC(=O)c1cc(-c2ccc3c4c(cccc24)CC3)n[nH]1)c1ccncc1 | -10.0
CCOC(=O)N1CCC(NC(=O)c2cc(=O)[nH]cn2)CC1 | 8.0
O=C(c1cc(-c2ccccc2)on1)N1CCC(S(=O)(=O)c2ccc(F)cc2)CC1 | 11.0
O=S(=O)(NCc1ccccc1)c1cc(Cl)ccc1Cl | -36.0
CN1CCN(CCC(=O)O)CC1 | -17.0&-10.0

High-throughput results: PubChem BioAssay, Small Molecule Screening Facility, UW Madison

A portion of the library, so the mix of outcomes need not match the whole.
